# Screening results from PubChem.
# HIF-2a inh = inhibitors of HIF-2a; 786-0 RCC cells HIF-2a reporter, luciferase luminescence, overnight; inhibition, % at 18.8 µM; 360,000 compounds, 0.72% hits;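 active means inhibition of the luminescence signal of 40% or more relative to plate controls, in a single-dose primary screen at 18.75 µM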
# CF NFkB inh = blocks PAF-induced NF-kB reporter in cystic fibrosis cells. KKLEB NF-kB-GFP reporter, GFP fluorescence overnight. inhibition, % at 5 µM. 360,000 compounds, 0.86% hits;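 active means at least 50% inhibition at 5 µM, scaled per plate between neutral and stimulator controls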;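 further: PAF is a Pseudomonas aeruginosa culture filtrate used as stimulus; plate controls were PAF-stimulated DMSO wells for no effect and unstimulated DMSO wells for full effect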
# CaV13 ICDI inh = Disruptors of the CACNA1D IQ motif to Ca2+-dependent inactivation inhibitor domain association, primary screening, Förster resonance energy transfer in intact living … | HEK cells, CFP/YFP FRET ICDI-IQ, plate reader, 10 min; percent FRET-ratio fall versus neutral wells | AID 743397 | 340,000 compounds, 0.098% hits | inhibition, % at 12.3 µM;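 active means mean replicate inhibition of at least 30% and at least 1% of replicates passing that level; inconclusive means only one of the two criteria is met; inactive means neither criterion is met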;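 further: 0% = median of the neutral control wells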
# KKLEB cytotox = counter-screen for CF NF-kB inhibitors: cytotoxicity. KKLEB CF airway cells viability, ATPlite luminescence, overnight; stronger effect = lower value; cells stimulated with P. aeruginosa culture filtrate. activity change (cytotoxicity), % at 5 µM. 360,000 compounds, 0.36% hits. AID 602141;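 active means corrected activity change at or below -50% at 5 µM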
# Shn3 inh set2 = Schnurri-3 reporter inhibition in Clone20 osteoblasts; Clone20 osteoblast Shn3 3'UTR firefly luciferase, 24 h; 360,000 compounds, 0.52% hits; inhibition, % at 12.5 µM; AID 588674;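 active means mean inhibition of at least 75% with every replicate also reaching 75%; inconclusive means mean inhibition at least 75% but some replicate below; inactive means mean inhibition below 75%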;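 further: 0% = median of neutral control wells and 100% = pilot-screen positive control compound; some compounds past the cut are filed as inactive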
# PDI inh = PDI (human) enzyme inhibition. PDI insulin aggregation turbidity, A650, 90 min. inhibition, % at 10 µM. 350,000 compounds, 0.052% hits. AID 588391;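 active means mean inhibition across replicates of 30% or more, whatever share of single replicates reach that level; inconclusive means mean inhibition below 30% while every single replicate reaches 30%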;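 further: absorbance from insulin aggregation driven by PDI reduction with DTT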
# Target sequence (P07237 whole entry, looked up): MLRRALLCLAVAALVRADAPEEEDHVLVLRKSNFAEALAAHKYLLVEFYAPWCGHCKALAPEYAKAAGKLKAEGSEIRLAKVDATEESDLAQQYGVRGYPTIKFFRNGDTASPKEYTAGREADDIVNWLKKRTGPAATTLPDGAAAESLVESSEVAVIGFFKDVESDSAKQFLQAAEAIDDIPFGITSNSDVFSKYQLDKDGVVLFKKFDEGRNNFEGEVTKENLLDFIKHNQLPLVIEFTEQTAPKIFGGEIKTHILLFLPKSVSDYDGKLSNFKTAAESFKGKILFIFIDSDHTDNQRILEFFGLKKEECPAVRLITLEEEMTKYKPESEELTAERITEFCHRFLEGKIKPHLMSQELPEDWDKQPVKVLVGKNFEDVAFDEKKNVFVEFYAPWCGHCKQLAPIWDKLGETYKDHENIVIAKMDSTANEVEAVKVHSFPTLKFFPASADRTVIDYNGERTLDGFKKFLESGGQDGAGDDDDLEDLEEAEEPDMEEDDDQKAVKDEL
# TRPM1 prom inh = MITF TRPM1 promoter inhibition in SK-MEL-5 cells; SK-MEL-5 TRPM1 promoter luciferase, 24 h; inhibition, % at 12.5 µM; 330,000 compounds, 0.83% hits; AID 488899;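 active means mean inhibition across replicates of 60% or more, whatever share of single replicates reaches that level; inconclusive means some that reach 60%, reason not given; inactive means mean inhibition across replicates below 60%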; further: values of inactives mirror those of a sister screen read the other way
# Vif inh = HIV Vif inhibition. HEK293T cells, Vif self-association by quenched fluorescence, imaging, 24 h. inhibition, % at 7.49 µM. 340,000 compounds, 0.35% hits; in the data active means inhibition above about 50%, passing the limit was not always enough; inconclusive means no clear call, values can overlap the other calls; inactive means below about 31%; further: some results filed as inactive read as strong as hits
# NR2E3 ag-1 = NR2E3 (human) agonism; Q9Y5X4; GST-NR2E3/biotin-RetCOR TR-FRET, 1536-well; inhibition of corepressor binding, % at 4.78 µM; 320,000 compounds, 0.12% hits; AID 2300;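 active means percent inhibition above the cutoff of mean plus 3 SD of all tested compounds, set per screening campaign, cut at about 20% in these data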;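 further: 0% = DMSO wells and 100% = biotin wells as full block of FRET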
# Target sequence (Q9Y5X4 whole entry, looked up): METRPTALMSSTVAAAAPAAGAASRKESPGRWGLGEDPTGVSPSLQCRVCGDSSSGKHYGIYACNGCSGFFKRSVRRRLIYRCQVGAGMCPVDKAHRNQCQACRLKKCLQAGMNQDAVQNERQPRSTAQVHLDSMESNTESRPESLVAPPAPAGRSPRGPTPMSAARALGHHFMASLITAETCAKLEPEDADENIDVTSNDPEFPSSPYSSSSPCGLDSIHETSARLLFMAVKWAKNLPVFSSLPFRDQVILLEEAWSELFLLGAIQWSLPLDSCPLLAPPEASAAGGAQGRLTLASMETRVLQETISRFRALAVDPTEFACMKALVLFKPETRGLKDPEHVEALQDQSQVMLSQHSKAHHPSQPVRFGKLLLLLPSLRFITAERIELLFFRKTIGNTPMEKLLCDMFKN
#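 Format: 1536-well format; test system: GST-NR2E3 and biotin-RetCOR proteins; read-out basis: percent inhibition of TR-FRET ratio; timing: 5 h incubation at 4 °C; detection: time-resolved FRET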
# Peg3 prom inh = inhibitors of Peg3 promoter | HeLa PEG-Prom luciferase reporter, luminescence, overnight | inhibition, % at 20 µM | 360,000 compounds, 1.7% hits;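 active means inhibition of at least 50% at 20 µM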
# NR2E3 ag-2 = agonists of human NR2E3 nuclear receptor | AID 602229 | Q9Y5X4 | 360,000 compounds, 0.35% hits | inhibition of corepressor binding, % at 3.98 µM | CHO-S Gal4-NCOR/VP16-NR2E3 two-hybrid, luciferase;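 active means inhibition above the mean of all tested compounds plus 3 SD, cut at about 70% in these data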;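 further: 0% = DMSO with NR2E3 transfected cells and 100% = cells lacking NR2E3 construct; higher means lower luciferase signal from less NR2E3 corepressor binding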
# * = called active by the depositor; u = inconclusive; x = not tested or not shown.
SMILES,HIF-2a inh,CF NFkB inh,CaV13 ICDI inh,KKLEB cytotox,Shn3 inh set2,PDI inh,TRPM1 prom inh,Vif inh,NR2E3 ag-1,Peg3 prom inh,NR2E3 ag-2
CN(C)C(=O)CNC(=O)CN1C(=O)NC2(CCCc3sccc32)C1=O (configuration not stated),0,3,-4,8,4,-4,-9,17,0,0,-22
O=C1CC(SCCO)C(=O)N1c1ccc(Oc2ccccc2)cc1 (configuration not stated),-15,-4,-6,6,24,3,-4,20,0,-4,-6
CCOc1cc(CNn2nnnc2N)cc(Cl)c1OCC(=O)NC(C)(C)C,8,4,-5,-2,-18,11,-2,1,0,7,-1
N#Cc1cc(Cl)c(N2CCOCC2)cc1C#N,19,5,x,-4,7,-8,5,9,3,12,-11
Cc1c(F)cccc1NS(=O)(=O)c1ccc2c(c1)NC(=O)CO2,14,13,-6,3,6,17,7,3,2,9,-4
CN(C)c1ccc(NC(=O)CC(NCc2ccccn2)C(=O)O)cc1 (configuration not stated),-15,-7,-8,-10,-39,-2,7,-11,-3,-5,-14
CC(=O)Oc1ccc(/C=N/NC2=NS(=O)(=O)c3ccccc32)cc1,33,1,-17,-4,-1,8,3,10,1,-6,-14
COc1ccc(C2=NOC(C(=O)O)C2)cc1 (configuration not stated),-32,-6,x,7,-8,-2,-3,-8,0,1,-9
COc1ccc(N2CCN(S(=O)(=O)CCNC(=O)c3cc(=O)c4ccccc4o3)CC2)cc1,9,-10,-14,-2,3,4,2,3,4,6,6
CN(C)C(CNC(=O)c1ccc(NS(=O)(=O)c2ccc(F)c(F)c2)cc1)c1ccccc1 (configuration not stated),4,5,-2,-1,-4,-4,-4,11,0,-4,-14
NC(N)=NC(N)=Nc1ccc(O)cc1,7,-3,-4,2,-3,-2,4,-2,-1,-8,-22
COC(=O)C1=C(C)N=C2SC(C)C(=O)N2C1/C=C/c1ccccc1 (configuration not stated),2,0,-6,12,-29,1,12,-1,1,5,-15
Cc1ccc(N(C(=O)c2csnn2)C(C(=O)NC2CCCC2)c2ccccn2)c(C)c1 (configuration not stated),15,-7,-7,2,4,-9,x,14,3,13,-37
CC(=O)NCCOc1nc(N(C)C)nc(N(C)C)n1,-13,-5,-5,-12,-1,5,17,2,8,-6,-2
CN(/N=C/c1ccc(C(C)(C)C)cc1)C1=NCCN1,10,4,-4,3,-4,2,0,-11,2,11,-8
O=[N+]([O-])c1ccc(-c2cccnc2)cc1,-13,-9,-7,-3,4,-8,-10,3,x,-26,-2
CSc1nsc(SCC(=O)NC2CCCCC2)n1,-118,7,-1,7,-9,8,-11,-5,2,-46,-57
Cc1occc1-c1nnc(SCC(=O)N(C)CCC#N)n1N,0,4,-8,-7,3,3,12,2,1,-5,-10
CC1CCCCC1NC(=O)NC(=O)COC(=O)c1cncc(Br)c1 (configuration not stated),2,-9,-7,10,9,-4,-4,5,6,-1,-6
Cc1cccc(NC(=O)CN2CCc3cc4c(cc3C2)OCCCO4)c1,-5,4,-7,2,6,7,-13,-5,-1,10,17
CC1=CC(C)C(C(=O)O)C(C(=O)N2CCN(C)CC2)C1 (configuration not stated),1,-2,-5,-1,2,2,-4,-1,0,-7,-43
Cc1cc(C)c2c(=O)n3c(nc2c1)C(Cc1ccccc1)NC(=O)c1cc2ccccc2cc1-3 (configuration not stated),-5,74*,-8,-63*,22,-5,x,5,x,-2,-9
Cc1ccc(C(=O)COC(=O)c2cccs2)cc1,-237,6,-5,12,-33,-6,-52,x,0,-107,-159
CC12CCC3c4ccccc4CCC3(CO1)C2 (configuration not stated),-1,24,-5,-12,-8,2,x,2,x,-9,-8
Cc1ccc(C(=O)OCC(=O)N2C(C)CCCC2C)cc1S(=O)(=O)N1CCCCC1 (configuration not stated),1,-11,-6,20,8,4,3,2,-1,18,-10

# Ordered by the number under HIF-2a inh (descending): some entries from above
Compound | HIF-2a inh
Cc1occc1-c1nnc(SCC(=O)N(C)CCC#N)n1N | 0
CC(=O)NCCOc1nc(N(C)C)nc(N(C)C)n1 | -13
CSc1nsc(SCC(=O)NC2CCCCC2)n1 | -118

# (more compounds)
SMILES,HIF-2a inh,CF NFkB inh,CaV13 ICDI inh,KKLEB cytotox,Shn3 inh set2,PDI inh,TRPM1 prom inh,Vif inh,NR2E3 ag-1,Peg3 prom inh,NR2E3 ag-2
O=C(Nc1cccc(O)c1)c1ccc(C(F)(F)F)cc1,-95,3,-2,-3,-66,3,-47,0,-1,-255,-31
Cc1cc(C)n(C(=O)CNC(=O)CCc2ccccc2)n1,5,11,-4,-5,-9,8,-23,1,2,13,-8
CCOC(=O)C1=CN(C)CCC1=O,-4,4,-7,-6,-19,-7,-3,7,x,2,1
Cc1cc(C(=O)NCCN2C(=O)S/C(=C\c3cccs3)C2=O)ccc1[N+](=O)[O-],-81,6,2,-15,1,-4,-10,6,6,-40,0
CNc1ccc(-c2cccc(C(C)=O)c2)cn1,-176,-21,-6,10,-68,1,x,1,x,-212,-36
CCN(CC)CCCNc1cc(C)nc2cc(-c3cccs3)nn12,-2,-5,-7,5,-7,-5,-21,3,-2,11,7
CCOc1ccccc1-n1nnnc1SCC(=O)N1CCCC1=O,8,34,-2,-9,-4,-5,1,-3,x,0,-17
COc1ccc(Nc2nc(N)nc(CSC(=S)N3CCC(C)CC3)n2)cc1,-46,15,-5,-1,5,7,0,-2,-2,-5,3
CCOC(=O)c1ccc(NC(=O)CN2C(=O)CSC2=O)cc1,7,3,-3,-1,-1,10,1,-5,1,-3,-35
CC1CCN(C(=O)c2ccc(S(=O)(=O)NCc3ccco3)cc2)CC1,12,-5,-3,3,9,-1,-6,7,-2,7,15
O=C(Cn1ccc(NC(=O)OCc2ccccc2)nc1=O)NCc1ccc2c(c1)OCO2,15,2,-5,2,1,-7,-13,-4,3,-7,-24
COc1cc(/C=C/C(=O)O)ccc1OCc1ccc([N+](=O)[O-])cc1,5,8,2,0,-7,3,-21,0,1,-8,-3
COc1ccc(N2CCN(C(=O)COc3ccc4ccccc4c3)CC2)cc1,27,7,x,-4,-8,4,12,1,-2,17,-17
Cc1nn(CC(=O)Nc2cccnc2)c(C)c1[N+](=O)[O-],3,1,-13,11,5,-2,-6,-3,-1,3,1
COc1ccc(NC(=O)CN(C)C(=O)CN2C(=O)NC3(CCCCC3)C2=O)cc1,2,-2,-2,0,-57,2,10,-4,0,-5,-2
Cc1cc(NC(=O)c2ccc(F)cc2)n(-c2ccccc2)n1,18,-10,-7,7,-7,1,-3,x,6,-8,-33
Cc1nc2ccccc2cc1O,7,-11,-3,2,-2,-1,-1,-7,1,7,-11
COC(=O)[C@H](CC(C)C)NC(=O)Nc1ccc(S(N)(=O)=O)cc1,13,0,-6,-6,9,1,1,-2,1,0,16
O=C1CCC(C(=O)Nc2ccc([N+](=O)[O-])cc2)N1 (configuration not stated),-1,-3,-3,-4,6,3,-4,8,2,10,-30
CC(=O)OCC(=O)[C@H]1CC[C@H]2[C@@H]3CC=C4C[C@@H](O)CC[C@]4(C)[C@H]3CC[C@]12C,0,6,-6,1,10,-4,-6,2,-2,24,-13
Cc1cc(C)n2nc(SCC(=O)Nc3ccc(F)c(F)c3F)nc2n1,-18,4,-2,0,5,-2,-5,-7,-4,-8,-5
O=S(=O)(c1ccccc1)c1ncc(C(F)(F)F)cc1O,14,15,9,8,1,0,-6,1,-5,16,0
O=C(NCCC(=O)N1CCN(C(=O)c2ccco2)CC1)c1ccccc1Cl,9,-1,-3,12,4,7,9,14,x,-3,-20
CC(C)=CCN1CCN(Cc2cnc(N3CCOCC3)s2)CC1CCO (configuration not stated),-5,3,-5,-8,-8,3,0,6,3,-1,21
CCN(CC(=O)Nc1ccc(NC(C)=O)cc1)C(=O)c1ccccc1SCc1c(C)noc1C,3,-13,-7,-5,-33,3,-1,-2,4,2,-23

# Later entries.
SMILES,HIF-2a inh,CF NFkB inh,CaV13 ICDI inh,KKLEB cytotox,Shn3 inh set2,PDI inh,TRPM1 prom inh,Vif inh,NR2E3 ag-1,Peg3 prom inh,NR2E3 ag-2
Cc1cc(NC(=O)CSc2ncccn2)no1,-9,7,-9,3,-28,13,-14,-2,3,11,0
Cc1ccnc2nc(C(=O)NC3CCCc4ccccc43)nn12 (configuration not stated),27,3,-1,-10,-69,5,-4,-6,-2,16,5
CCOC(=O)C1CCN(C(=O)COc2ccc(Cl)cc2C)CC1,22,-10,-2,-2,8,-1,9,x,1,1,-19
CC1CCN(CCCn2c(=S)[nH]c3ccccc3c2=O)CC1,10,-19,x,4,4,-3,4,u,0,1,8
CCn1c(=O)c(C(=O)NCCNCCO)c(O)c2ccccc21,14,3,-5,-9,10,2,13,-4,-1,0,-29
Cc1ccc(N2C(=O)CN=C2Nc2nc(C)cc(C)n2)cc1,7,8,-4,10,0,-7,-9,0,0,10,8
CN1CCC(N(C)C(=O)CCc2nc3ccccc3n2-c2ccccc2)CC1,13,3,-7,4,-2,5,-8,2,4,0,-5
Clc1ccc(OCc2cc(-c3ccccc3)no2)cc1Cl,-339,1,-8,9,-4,17,-22,-2,3,-178,-128
Cn1c(N2CCN(C(c3ccccc3)c3ccccc3)CC2)nc2c1c(=O)[nH]c(=O)n2C,12,69*,-12,-17,10,-17,2,22,-3,43,-11
Cn1c(=O)oc2cc(S(=O)(=O)Nc3ccccc3O)ccc21,4,-1,-3,7,6,-5,0,-1,x,21,1
Cc1ccccc1NS(=O)(=O)c1ccc2c(c1)NC(=O)CO2,13,-11,-4,11,-3,-30,5,2,1,4,-4
COc1ccc(CCN2CC(C(=O)NCCc3cccnc3)CCC2=O)cc1 (configuration not stated),11,-28,x,9,3,-3,-8,5,x,16,-9
CCc1nnc2n1N=C(c1ccc(Cl)cc1)CS2,4,-8,-5,4,9,5,4,17,1,6,-1
CCSc1nc2c(c(-c3ccc(C)o3)c1C#N)CCCC2,10,18,-4,-17,-6,-1,18,-8,3,32,-20
CC(Oc1ccccc1)C(=O)Nc1ccc(F)c(S(=O)(=O)N2CCOCC2)c1 (configuration not stated),12,2,-5,-5,-1,0,9,0,x,6,-34
Oc1oc(-c2ccccc2)nc1/C=N/c1ccccn1,-161,-17,-6,7,-71,9,-69,-4,2,-122,-79
Cc1ccc(S(=O)(=O)N2CCN(c3ccc(S(=O)(=O)N4CCOCC4)cn3)CC2)cc1,10,16,-7,-4,22,-4,4,4,3,16,1
COCCCn1c(=N)c(C(N)=S)cc2c(=O)n3cccc(C)c3nc21,-1,-53,14,1,-21,2,-3,-12,0,22,-25
COc1ncccc1C(=O)N1CCCC(C(=O)c2cccc(OC(C)C)c2)C1 (configuration not stated),10,0,15,1,22,1,0,-17,-1,12,-4
